# M17LAP inhibition: P. falciparum M17LAP inhibitors, primary screen, biochemical, fluorogenic H-Leu-NHMec substrate, 1536-well (AID 1619) | recombinant M17LAP, H-Leu-NHMec fluorogenic kinetic assay; higher % means a stronger effect | one-dose inhibition, % at 30 µM; IC50 in µM for titrated hits | actives 0.38% (n = 220,000);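 active means compound inhibiting the enzyme by more than half at any dose during confirmatory dose-response retesting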;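 further: plate controls were full reaction with DMSO carrier for no effect and no enzyme background for full effect; strong numbers were not always called active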
# KOR beta-arrestin-1: kappa opioid receptor blockers – cell-based, luminescence, uHTS (AID 1778) | actives 0.091% (n = 290,000) | KOR beta-arrestin recruitment, luminescence, antagonist mode; higher % means a stronger effect | inhibition, % at 10 µM; hits with a dose series show IC50 in µM; further: strong numbers were not always called active
# NOD2 inhibition: NOD2 signaling inhibitors, cell-based, luminescence, uHTS, HEK293 (AID 1566); actives 0.63% (n = 290,000); HEK293 NOD2/NF-kB luciferase reporter, luminescence; higher % means a stronger effect; one-dose inhibition, % at 4 µM; EC50 in µM for titrated hits; further: many of its hits are not listed in these tables
# KOR beta-arrestin-2: kappa opioid receptor activators – cell-based, luminescence, uHTS, primary screen (AID 1777); KOR beta-arrestin recruitment, luminescence; higher % means a stronger effect; actives 0.02% (n = 280,000); activation, % at 10 µM; hits with a dose series show EC50 in µM; in the data active means activation above about 50%, passing the limit was not always enough; further: a part of the inactive calls stands beside numbers as strong as those of hits
# Dynein cargo inh: dynein cargo transport inhibition. actives 0.47% (n = 220,000). 3617.4 mouse cells, GR-EGFP nuclear translocation imaging; test concentration mostly 20 µM; stimulated with dexamethasone, 1 µM; stronger effect = lower value. AID 1381. z-score, hits read low;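 active means plate z-score of nuclear minus cytoplasmic receptor signal below a set negative limit, without overly bright fluorescence or cell loss, cut at about -3.5 in these data, passing the limit was not always enough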;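 further: z-score of nuclear minus cytoplasmic ring GR-EGFP intensity difference per well; some compounds called inactive have numbers as strong as hits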
#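 Schedule: 48 h induction, then 1 h compound, then 30 min agonist, 37 °C. Buffer or medium: tetracycline-free induction medium containing charcoal-stripped FBS. Reagent: 1.0 µM final dexamethasone stimulus. Evaluation: nuclear versus cytoplasmic GR-EGFP signal, averaged per well. Signal: high-content fluorescence imaging after fixation.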
# AID2073: inhibitors of Mint1-CaV2.2 protein interaction, biochemical, HTRF (AID 2073) | HTRF protein-protein interaction, Mint1-CaV2.2; higher % means a stronger effect | inhibition, % at 20 µM, or IC50 in µM where a hit was titrated | actives 0.19% (n = 290,000); in the data active means inhibition mostly above about 51%, no sharp cut-off; further: some results filed as inactive read as strong as hits
# GPR55 beta-arrestin: selective activators of receptor GPR55 – imaging, U2OS cells, beta-arrestin-GFP redistribution, primary screen (AID 1961) | actives 0.048% (n = 290,000) | one-dose activation, % at 10 µM; EC50 in µM for titrated hits | U2OS GPR55 beta-arrestin-GFP redistribution imaging; higher % means a stronger effect;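 active means activation above 40% with more than 50 cells counted in the well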;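 further: U2OS osteosarcoma cells stably expressing GPR55 and beta-arrestin-GFP; plate controls were DMSO negative control for no effect and LPI positive control for full effect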
# M1AAP inhibition: malaria alanyl aminopeptidase activity blockers – biochemical, fluorogenic H-Leu-NHMec substrate, 1536-well (AID 1445) | inhibition, % at 30 µM; hits with a dose series show IC50 in µM | actives 0.42% (n = 220,000) | recombinant M1AAP, H-Leu-NHMec fluorogenic kinetic assay; higher % means a stronger effect;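 active means primary inhibition above the hit cutoff, then over 50% inhibition at one or more dose response concentrations, cut at about 23% in these data, passing the limit was not always enough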;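 further: plate controls were DMSO full reaction for no effect and no enzyme background for full effect; strong numbers were not always called active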
# NOD1 NF-kB reporter: inhibition of NOD1-driven NF-kB reporter – cell-based, luminescence, uHTS, primary screen (AID 1578); one-dose inhibition, % at 4 µM; EC50 in µM for titrated hits; NOD1-driven NF-kB luciferase reporter cells, luminescence; higher % means a stronger effect; actives 1% (n = 290,000); in the data active means inhibition mostly above about 36%, no sharp cut-off; inactive means mostly below about 34%;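 further: HEK-293T reporter cells stimulated with the NOD1 agonist gamma-tri-DAP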
# Dynein cargo inh cytoplasmic EGFP: recorded beside Dynein cargo inh, whose call it bears; z-score; measured here: cytoplasmic GR-EGFP intensity; stronger effect = higher value
# Dynein cargo inh nuclear GR-EGFP: also measured in Dynein cargo inh; calls as there; z-score; measured here: nuclear GR-EGFP intensity;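 lower value marks the stronger effect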
# Dynein cargo inh cell count: also measured in Dynein cargo inh; calls as there; z-score; measured here: cell count per field
# * marks the source's active call; other numbers are inactive results; nt = no result given; [ ] = remark or other dose. Unless noted, no stated cut-off is given here; in the data, active means inhibition above about 50%; inactive means the rest. These rows are one share of the data (hit frequency here may not be typical).
SMILES,M17LAP inhibition,KOR beta-arrestin-1,NOD2 inhibition,KOR beta-arrestin-2,Dynein cargo inh,Dynein cargo inh cytoplasmic EGFP,Dynein cargo inh nuclear GR-EGFP,Dynein cargo inh cell count,AID2073,GPR55 beta-arrestin,M1AAP inhibition,NOD1 NF-kB reporter
CC(C)N(C(=O)C[n+]1ccsc1N)c1ccccc1,-1.3%,-45.8%,10.3%,1.5%,0.587,-0.226,0.218,-0.881,17.5%,-0.1%,-2.2%,-7.3%
O=C(Nc1ccc(N2CCOCC2)cc1N1CCOCC1)c1ccc(Br)cc1,nt,16.9%,15.1%,2.8%,nt,nt,nt,nt,-2.7%,-0.2%,nt,0.1%
CN1C(=S)SC(N2OC3C(=O)N(c4ccccc4)C(=O)C3C2c2ccc(Cl)cc2)C1(C)C (centres undefined),9.3%,23.9%,11.0%,-4.7%,1.31,0.182,0.567,-1.15,6.9%,-0.2%,8.5%,-13.8%
NS(=O)(=O)c1ccc(CCNc2nc(CN3CCCCC3)nc3sc4c(c23)CCC4)cc1,0.1%,24.0%,23.4%,-5.0%,0.867,-0.275,0.54,-0.232,9.0%,-0.2%,2.5%,-6.9%
O=C(COc1ccc(N2CC(C(=O)O)CC2=O)cc1)Nc1cccc(C(F)(F)F)c1 (centres undefined),8.6%,11.0%,16.0%,-0.7%,-1.19,-0.275,-0.602,0.178,-1.5%,0.0%,4.2%,-4.1%
CC(=O)c1ccc(NC(=O)C(C)OC(=O)c2ccc3c(c2)nc(C)n3-c2ccccc2)cc1 (centres undefined),-2.6%,20.2%,-31.9%,1.7%,0.479,-0.284,-0.000508,0.319,5.1%,-0.2%,1.4%,-26.6%
Cc1cc(=S)cc(C)n1CCCO,-2.5%,11.3%,3.8%,-1.9%,-0.215,-0.209,0.134,1.14,3.1%,-0.2%,2.6%,-14.5%
Cc1nnsc1C(=O)N/N=C/c1ccc2ccccc2c1O,2.6%,-71.2%,35.4%,-2.8%,0.74,-0.048,0.617,-1.09,27.4%,-0.2%,12.5%,-10.6%
CCc1ccc(OCc2nnc(SCC(=O)NC3CCCCC3)o2)cc1,nt,-0.7%,-23.8%,0.8%,nt,nt,nt,nt,1.1%,0.3%,nt,-15.6%
CCOC(=O)CCCCC(=O)c1[nH]c(=O)[nH]c1Cn1ccnc1,1.1%,-56.9%,-17.5%,6.2%,-0.296,-0.236,0.149,0.45,-3.5%,-0.2%,-5.6%,-17.7%
Cc1cc(=O)n2nc(N3CCCC3C(=O)NCCCN3CC(C)CC(C)C3)sc2n1 (centres undefined),3.4%,15.3%,13.8%,0.8%,0.371,-0.195,0.631,0.0106,-4.3%,0.0%,-1.0%,-5.4%
COCCn1nnnc1C(CC(C)C)N1CCN(c2cccc(OC)c2)CC1 (centres undefined),-1.6%,45.8%,-2.8%,-0.7%,-0.353,-0.227,0.213,0.407,3.1%,-0.1%,-6.7%,-20.3%
CCOC(=O)N1CCN(C(=O)Nc2ccc(Cl)cc2Cl)CC1,6.4%,7.7%,-5.5%,-1.4%,-0.315,-0.213,0.204,-0.538,-8.7%,-0.1%,-2.8%,nt
Cc1ccc(C2=NN(C3=NN=C(N)Cc4ncnn43)C(O)(C(F)(F)F)C2)cc1 (centres undefined),28.6%,-21.6%[20 µM],-15.2%,nt,-0.753,-0.292,-0.064,0.751,-2.4%,0.5%,-2.7%,-15.4%
CC(C)Oc1snc(Cl)c1C(N)=O,13.4%,-9.0%,10.6%,-0.6%,-1.17,-0.0471,-0.371,1.06,-0.4%,0.0%,7.5%,2.5%
CN(C)c1ccc(C(=O)C(O)c2ccc(C(C)(C)C)cc2)cc1 (centres undefined),0.2%,20.6%,-2.1%,3.3%,-0.00564,-0.249,0.034,-0.155,7.4%,0.3%,-1.7%,26.4%
CC(COS(N)(=O)=O)Cc1ccc(C(F)(F)F)cc1 (centres undefined),nt,-6.4%[20 µM],11.3%,nt,nt,nt,nt,nt,6.0%,0.9%,nt,-26.8%
CCOC(=O)CN1C(=O)N[C@@H](c2ccccc2)C(C(C)=O)=C1C,28.8%,17.0%,6.2%,-2.5%,-0.0635,0.0417,0.306,0.904,3.9%,-0.2%,-0.2%,-14.2%
CCn1c(C)nc2cc(C(=O)OCCC(F)(F)F)ccc21,-0.2%,3.0%,31.5%,5.6%,1.49,-0.151,1.36,-0.0592,0.1%,0.7%,7.5%,5.6%
CCCC(C(=O)Nc1cc(S(=O)(=O)N2CCOCC2)ccc1OC)c1ccccc1 (centres undefined),nt,20.9%,-2.4%,-4.5%,nt,nt,nt,nt,6.7%,0.3%,nt,-31.1%
COc1ccc(NC(=O)CSc2nc(C3CC3)nc3ccccc23)c(OC)c1,nt,-10.0%,4.1%,-0.6%,nt,nt,nt,nt,0.6%,0.2%,nt,-8.7%
Cc1ccccc1CS(=O)(=O)CCC(=O)N1CCN(c2ccc(N3CCOCC3)nn2)CC1,-43.5%,31.3%,-5.9%,-3.0%,-0.698,-0.269,-0.489,0.482,13.5%,-0.1%,3.3%,-13.3%
COc1cc2c(cc1OC)C(c1cccs1)N(C(=O)c1ccncc1)CC2 (centres undefined),3.2%,13.5%,1.2%,-3.7%,0.232,-0.298,0.284,-0.0423,-0.2%,0.1%,1.6%,-20.5%
CCCOCC(O)CCc1n[nH]c(=S)n1-c1ccccc1 (centres undefined),7.7%,-8.1%,-24.0%,-2.2%,0.14,0.0625,-0.00423,0.445,0.8%,-0.2%,10.3%,-35.2%
Cc1nc(NCCOc2ccccc2)sc1C(=O)Nc1ccccc1,0.4%,27.5%,-21.2%,-0.9%,0.319,-0.254,0.712,-0.418,7.1%,-0.1%,1.2%,-7.1%

# New compounds follow
SMILES,M17LAP inhibition,KOR beta-arrestin-1,NOD2 inhibition,KOR beta-arrestin-2,Dynein cargo inh,Dynein cargo inh cytoplasmic EGFP,Dynein cargo inh nuclear GR-EGFP,Dynein cargo inh cell count,AID2073,GPR55 beta-arrestin,M1AAP inhibition,NOD1 NF-kB reporter
O=C(CCc1ccccc1)Nc1ccc(N2CCOCC2)cc1,5.5%,35.1%,-5.4%,-2.6%,0.867,-0.118,0.884,-0.374,30.1%,1.6%,-1.4%,28.3%
Cc1c(OC(C)C(=O)NCc2ccncc2)ccc2c3c(c(=O)oc12)CCCC3 (centres undefined),nt,-26.6%,22.7%,0.8%,nt,nt,nt,nt,9.0%,-0.1%,nt,-4.6%
Cc1ccc(NC(=O)CS(=O)CC(=O)Nc2ccc(N3CCOCC3)cc2)cc1Cl (centres undefined),12.5%,-44.2%,-5.0%,10.4%,-0.602,-0.278,-0.207,0.444,3.4%,-0.2%,10.3%,-10.3%
O=C(CN1C(=O)C2CCCCC2C1=O)Nc1ccc(S(=O)(=O)Nc2ncccn2)cc1 (centres undefined),2.9%,8.5%,21.8%,0.1%,0.0163,-0.278,0.388,-0.39,-1.1%,-0.5%,2.3%,-11.9%
O=C(O)C1C2C=CC(O2)C1C(=O)Nc1ccccc1C(F)(F)F (centres undefined),3.5%,14.3%,9.4%,-3.4%,-0.844,-0.0869,-0.114,0.159,7.6%,-0.1%,2.6%,-10.3%
CCN(CC)S(=O)(=O)c1cccc(-c2nnc(SCc3ncc(-c4ccccc4)o3)n2C)c1,-4.5%,12.9%,11.1%,0.8%,2.25,-0.33,1.01,-0.842,-5.1%,-0.3%,3.7%,8.1%
CCOC(=O)C1CCN(C(=O)CCS(=O)(=O)c2ccc3c(c2)n(C)c(=O)c(=O)n3C)CC1,nt,7.2%[20 µM],4.2%,-6.3%,nt,nt,nt,nt,4.1%,-0.3%,nt,-2.1%
CCc1ccc(NC(=O)C(=O)NCC(O)c2ccccc2)cc1 (centres undefined),-3.7%,-18.1%[20 µM],6.1%,-3.4%,-0.413,-0.316,0.346,-0.573,4.8%,-0.1%,6.0%,4.7%
CCN(CC(=O)Nc1c(C(=O)OC)[nH]c2ccc(C)cc12)c1ccc2c(c1)OCO2,1.2%,-17.4%,-7.4%,14.6%,-0.482,-0.193,-0.199,0.568,-14.1%,0.3%,10.6%,-8.5%
COC(=O)NC(=S)N1CCOCC1,-5.2%,9.7%,19.9%,-5.9%,-1.11,-0.286,-0.876,1.21,9.0%,-0.3%,9.3%,-8.0%
CC(=O)N1N=C(c2cccc([N+](=O)[O-])c2)OC1c1cccc(Br)c1 (centres undefined),-4.7%,-15.0%,-2.8%,-1.7%,-1.05,-0.28,-0.537,0.953,4.7%,0.5%,-0.3%,-33.5%
O=C(Cc1ccccc1)Nc1ccc(N2CCOCC2)cc1N1CCOCC1,11.7%,2.4%,4.1%,-2.1%,-0.261,-0.253,0.14,0.178,16.8%,-0.1%,7.2%,-23.8%
O=C1c2ccccc2C(=O)N1C(CO)C(O)c1ccc([N+](=O)[O-])cc1 (centres undefined),nt,-33.0%,3.4%,-2.6%,nt,nt,nt,nt,-3.4%,-0.1%,nt,-11.7%
CCOC(=O)c1c(NCC2CCCO2)c2ccccc2[nH]c1=O (centres undefined),2.3%,-16.7%,-3.0%,3.9%,0.161,0.165,0.279,0.0505,-6.6%,-0.1%,-5.8%,10.9%
C=CCS(=O)(=O)c1nc2ccccc2s1,1.5%,-28.1%,10.1%,5.1%,-5.43*,0.146*,-2.06*,0.264*,3.2%,0.1%,-2.3%,nt
CCOC(=O)C1=NN(c2ccccc2)C(=O)C1,0.7%,-30.2%,-17.1%,1.7%,0.352,-0.314,0.175,0.999,-5.5%,-0.3%,-1.0%,12.3%
CCOc1ccc(C(NC(=O)CC)c2c(O)ccc3ccccc23)cc1 (centres undefined),nt,41.3%,-11.6%,-2.9%,nt,nt,nt,nt,12.0%,-0.1%,nt,-19.8%
O=C(COc1ccc([N+](=O)[O-])cc1)N(Cc1ccccc1)Cc1ccccc1,-3.2%,22.7%,9.1%,6.5%,-0.604,-0.298,-0.571,0.46,-8.5%,-0.2%,7.0%,-22.3%

# Screening results from PubChem.
